Screening results from PubChem.
TEAD-YAP block = TEAD-YAP interaction inhibition | inhibition, % at 9.12 µM | AID 1259422 | actives 1.4% (n = 640,000) | HEK-TIYL cells, TEAD-Gal4/YAP UAS-luciferase luminescence; in the data active = inhibition above about 32%;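 note: 0% = median of test compound wells and 100% = reference inhibitor wells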
GPR151 activ = activates the human receptor GPR151; actives 1% (n = 650,000); PathHunter beta-arrestin GPR151 cells, luminescence; AID 1508602; Q8TDV0; activation, % at 11.2 µM; in the data active = activation above about 4.9%;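 note: 0% = median of compound wells and 100% = cells with positive control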
MITF inh = human MITF inhibition, primary screen; actives 0.91% (n = 650,000); inhibition, % at 2.6 µM; AlphaScreen MITF homodimerization, bead proximity signal; O75030; in the data active = inhibition above about 50%;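 note: 0% = vehicle wells with protein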
FBW7 act = human FBW7 E3 ligase activation, primary screen | AlphaScreen FBW7–phospho-cyclin E peptide binding, activator screen | normalized activity (activation), % at 26.1 µM | actives 0.13% (n = 650,000) | AID 1259310 | Q969H0; in the data active = normalized activity above about 1.9%;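 note: purified mutant Fbw7 with reduced substrate affinity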
Target sequence (Q969H0 whole entry, looked up): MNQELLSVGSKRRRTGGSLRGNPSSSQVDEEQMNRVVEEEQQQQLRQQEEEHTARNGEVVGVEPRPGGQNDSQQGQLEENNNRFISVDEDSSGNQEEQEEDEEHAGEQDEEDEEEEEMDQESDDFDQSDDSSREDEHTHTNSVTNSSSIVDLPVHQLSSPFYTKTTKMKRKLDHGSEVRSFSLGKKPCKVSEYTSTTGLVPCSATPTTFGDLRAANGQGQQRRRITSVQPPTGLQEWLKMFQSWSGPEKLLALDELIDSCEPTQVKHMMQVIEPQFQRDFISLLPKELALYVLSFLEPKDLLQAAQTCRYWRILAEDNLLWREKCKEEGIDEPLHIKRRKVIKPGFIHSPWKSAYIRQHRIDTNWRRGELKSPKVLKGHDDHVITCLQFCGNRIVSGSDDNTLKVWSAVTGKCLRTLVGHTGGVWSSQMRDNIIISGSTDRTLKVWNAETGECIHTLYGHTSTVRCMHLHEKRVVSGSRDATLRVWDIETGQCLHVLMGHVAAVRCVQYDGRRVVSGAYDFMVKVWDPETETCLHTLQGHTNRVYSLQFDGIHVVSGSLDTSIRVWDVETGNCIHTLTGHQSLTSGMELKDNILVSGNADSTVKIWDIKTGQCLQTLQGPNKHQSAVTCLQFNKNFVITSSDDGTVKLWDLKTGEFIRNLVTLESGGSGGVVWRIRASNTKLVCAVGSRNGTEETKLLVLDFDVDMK
* marks the source's active call; other numbers are inactive results. Random draw from the library. Share with any hit: about 3.5%.

SMILES | TEAD-YAP block | GPR151 activ | MITF inh | FBW7 act
Cc1ccc(NC(=O)c2ccc(Br)o2)cc1[N+](=O)[O-] | 2 | 1.0 | 5 | -0.1
C=CCc1ccccc1OCCOc1c(Br)cc(/C=C2/C(=N)N3N=C(CCC)SC3=NC2=O)cc1OC | -3 | -0.2 | 12 | 0.4
CC(C)c1nnc(NC(=O)CSc2nnc3c4ccccc4n(C)c3n2)s1 | -3 | 0.0 | 1 | -0.1
Cc1noc(C)c1S(=O)(=O)N(C)c1ccc(Br)cc1 | -1 | 1.6 | 4 | 0.0
CCOc1ccc(-n2c(SCC(=O)NC(C)CC)nnc2-c2ccncc2)cc1 (centres undefined) | 12 | 0.0 | -4 | -0.1
O=C(CCSc1ccccc1)Nc1cccc(-c2ccn[nH]2)c1 | -3 | 4.0 | 7 | 0.1
CN(C)c1ccc(C=Nc2nonc2N)cc1 | 4 | -0.2 | 5 | -0.1
COc1ccc(CN2CCN(Cc3ccco3)CC2)cc1Br | 2 | -0.3 | 72* | -0.2
CCCCNC(=O)C1CCN(c2nc3ccc(OC)cc3s2)CC1 | -18 | -2.3 | -3 | 0.5
CCN(C1CCS(=O)(=O)C1)S(=O)(=O)c1cccs1 (centres undefined) | 11 | 1.0 | 4 | 0.1
CN1CCN(Cc2ccc(OCCO)cc2)CC1CCO (centres undefined) | 8 | 0.0 | -1 | 0.0
COc1ccccc1CCC(=O)Nc1cnn(CC(=O)N2CCCCO2)c1 | 4 | 0.7 | 4 | 0.0
CCCOc1ccccc1N1C(=O)C2CC(C)=C(C)CC2C1=O (centres undefined) | 8 | 0.9 | -1 | 0.1
O=C(COC(=O)c1ccc2nc(-c3ccccc3)c(-c3ccccc3)nc2c1)c1ccc(-c2ccccc2)cc1 | 1 | -1.0 | -4 | 0.0
COc1ccc(CNC(=O)C(=O)Nc2ccc(C(C)(C)C)cc2)cc1 | -1 | 1.2 | 2 | -0.1
CN(C)S(=O)(=O)c1ccc(S(=O)(=O)N2CCN(S(C)(=O)=O)CC2)cc1 | -2 | -0.3 | 9 | 0.8
CCOC(=O)c1c(NC(=O)c2cnn3c(C(F)(F)F)cc(-c4ccc(OC)cc4)nc23)sc2c1CCC(C)C2 (centres undefined) | 5 | 0.7 | -16 | 0.3
O=C(Nc1ccccc1-c1nc2ccccc2[nH]1)C1COc2ccccc2O1 (centres undefined) | -3 | -0.4 | -5 | 0.0
CC(=O)N1C(C(=O)Nc2ccc(C)cc2C)CSC12CCN(C)CC2 (centres undefined) | 2 | -0.1 | -5 | 0.1
O=C(Cn1cnc2scc(-c3ccccc3)c2c1=O)N1CCC2(CC1)OCCO2 | -14 | -1.9 | -13 | 0.1
COC(=O)C1=C(N)Oc2cc(C)[nH]c(=O)c2C1c1cc(OC)c(OC)c(OC)c1 (centres undefined) | -1 | -0.4 | -10 | 0.0
CC1=C(c2ccc(C)cc2)S(=O)(=O)N=C1Nc1ccccc1Cl | -44 | -0.4 | 4 | -0.1
COc1ccc(CCNC(=O)CCS(=O)(=O)c2ccc(Cl)cc2)cc1OC | -2 | -1.3 | 9 | 0.0
Cc1ccc(NC(=O)c2sc3nc(-c4ccccc4)cc(-c4ccc(F)cc4)c3c2N)c(C)c1 | 1 | 1.1 | 4 | 0.5
CCC1C(=O)C2(CCCCC2)C(=O)OC1c1ccc(F)cc1 (centres undefined) | 2 | 0.1 | -20 | -0.1
O=C(NCc1ccccn1)C1CCC(=O)N1C1CCCCC1 (centres undefined) | 5 | -0.6 | 10 | -0.5
COC(=O)CCc1nc2c(ccc3ccccc32)s1 | -10 | -2.0 | 12 | 0.1
COc1ccc(C(=O)CC(C)=O)cc1 | 6 | 1.1 | -16 | -0.2
COCCNC(=O)CCc1nnc2ccc(N3CCC(C)CC3)nn12 | 1 | 0.1 | -1 | 0.0
COc1ccc(NC(=O)C2CCCCN2N)cc1OC (centres undefined) | -5 | 2.6 | -1 | 0.0
O=C(NC(=S)Nc1nc(-c2ccc(Cl)cc2)cs1)c1ccccc1 | 1 | 0.9 | 5 | -0.1
O=C(Cn1cnc2c(nnn2Cc2ccccc2F)c1=O)N1CCCCC1 | -6 | 0.3 | 0 | -0.1
CC(C)C[C@H]1NC(=O)[C@@H]2C[C@H](NC(=O)c3cccc(F)c3F)CN2C1=O | -10 | -0.5 | -2 | -0.1
Nn1c(SCC(=O)Nc2c(Cl)cccc2Cl)nnc1C(F)(F)F | 11 | -0.6 | 6 | 0.4
COc1ccc(S(=O)(=O)N(CC(=O)NCC(C)C)c2ccc(C)cc2)cc1 | 1 | -0.6 | 1 | 0.0
CCCCC(C(=O)Nc1cccc([N+](=O)[O-])c1)N1C(=O)C2C3c4ccccc4C(c4ccccc43)C2C1=O (centres undefined) | 1 | -1.2 | 21 | 0.7
CCOC(=O)CN1CC23C=CC(O2)C(C(=O)Nc2ccc(OCC)cc2)C3C1=O (centres undefined) | 2 | 1.9 | 8 | 0.1
O=C(NC1(C(F)(F)F)C(=O)Nc2c1c(=O)[nH]c(=O)n2-c1ccccc1)C1CCCCC1 (centres undefined) | -7 | 0.1 | 16 | 0.1
COc1cc2c(cc1OC)/C(=C/C(=O)Nc1ccccc1C)NC(C)(C)C2 | -15 | 0.7 | 10 | -0.2
CCOC(=O)C1CCCN(c2cc(Nc3ccc(OC)cc3)c3c4c(onc24)-c2ccccc2C3=O)C1 (centres undefined) | 5 | -0.3 | 21 | -0.2
CCCc1cc(NCCc2ccccc2)n2ncnc2n1 | 2 | 0.6 | -10 | 0.0
NS(=O)(=O)c1ccc2nc(NC(=O)CSc3ccccc3)sc2c1 | -3 | 3.4 | 11 | -0.5
CCOC(=O)c1sc(NC(=O)CSc2nnc(CNC(=O)c3ccc(C)c(C)c3)n2CCc2ccccc2)c(C(=O)OCC)c1C | -2 | -1.0 | 9 | 0.1
COc1ccc(C2CC(=O)C3=C(C2)Nc2ccccc2N(C(=O)C(C)C)C3c2cccc(OC)c2)cc1 (centres undefined) | 10 | -1.3 | 5 | 0.0
CC1(C)Cc2nc(NCc3ccccc3)c(C#N)cc2CO1 | -6 | 0.3 | 11 | 0.1
CN1CCc2cc(C(CNC(=O)C3CCCC3)N3CCCC3)ccc21 (centres undefined) | -13 | -1.5 | 15 | 0.1
CCOC(=O)c1cccc(C(=O)Nc2ccc([N+](=O)[O-])cc2OC)n1 | 1 | -0.6 | 3 | -0.1
Cc1cccc(C(=O)Nc2c3c(nn2C(C)(C)C)CS(=O)(=O)C3)c1 | 2 | 0.2 | -13 | 0.1
Cn1cccc1-c1cc(C(=O)N/N=C/c2ccccc2)[nH]n1 | -14 | 1.6 | 11 | 0.0
Fc1ccc(N2CCN(C3CCNCC3)CC2)cc1 | -4 | 1.0 | 11 | 0.1
O=C(CSc1nc(NCc2ccc(Cl)cc2)c2ccccc2n1)Nc1cccc(C(F)(F)F)c1 | -1 | -0.7 | -1 | -0.1
C=C(C)C(C)(C#CCN1CCCC1)OC(C)=O (centres undefined) | 7 | 0.2 | 10 | -0.1
COCCCNC(=O)c1cc2c(C)nn(-c3ccccc3)c2s1 | -2 | 0.9 | -12 | -0.1
O=S1(=O)N=C(N(CCO)/N=C/c2cccc(O)c2O)c2ccccc21 | -6 | 5.9* | 1 | -0.2
O=C(N1CCOCC1)C12CC3CC(CC(C3)C1)C2 | -6 | 0.6 | 5 | -0.1
Cc1nc(C)n(-c2ccc(Nc3cc4cc(-c5cn[nH]c5)ccc4cn3)cc2)n1 | 85* | 0.3 | 11 | 0.0
CC(C)C12CN3CC(C(C)C)(CN(C1)C3c1cccc([N+](=O)[O-])c1)C2=O (centres undefined) | 1 | -0.5 | 17 | 1.4
COC(=O)c1ccc(C(=O)NCCc2c(C)[nH]c3ccc(OCc4ccccc4)cc23)cc1 | -6 | 0.6 | 4 | 0.4
O=C(N/N=C/c1ccc(O)cc1)c1cccc(F)c1 | -36 | -5.5 | -3 | 0.0
Fc1cccc(CN2CCN(C3c4ccccc4-c4ccccc43)CC2)c1 | -5 | -2.2 | 13 | -0.1

(next part)
SMILES | TEAD-YAP block | GPR151 activ | MITF inh | FBW7 act
O=C(NNC1CC(=O)N(c2ccc(Br)cc2)C1=O)c1ccccc1Cl (centres undefined) | 6 | -0.5 | 7 | 0.1
COc1cc(NC(=O)c2cc([N+](=O)[O-])ccc2Cl)ccc1NC(=O)c1cc2ccccc2o1 | -4 | -1.2 | 14 | 0.0
Cc1cc(C(=O)N2CCN(c3ccc([N+](=O)[O-])cc3)CC2)c(C)o1 | -3 | -0.8 | 5 | -0.1
COc1cc(C(=O)Nc2ccccc2N2CCN(C(C)=O)CC2)cc(OC)c1OC | 15 | -1.5 | -6 | 0.0
NS(=O)(=O)c1ccc(NS(=O)(=O)c2ccc(Cl)c(C(=O)O)c2)cc1 | -7 | 0.4 | -2 | -0.1
CCOc1ccc(-n2c(SCC(=O)N3CCC(C)CC3)nc3n[nH]c(C)c3c2=N)cc1 | 4 | -1.1 | 6 | 0.1
CCOc1ccc(-c2cc(C(=O)N/N=C\c3ccc(OC)cc3)[nH]n2)cc1OC | -15 | 0.3 | -2 | -0.1
Cn1c(=O)c2c3c(sc2n2c(SCc4ccccc4)nnc12)CCC3 | -7 | 0.4 | 12 | 0.0
CCOc1ccc(NC(=O)Nc2cc(C)ccc2OC)cc1 | -22 | -2.9 | 16 | 0.5
Cc1ccc(C(=O)Nc2ccc(C(=O)N/N=C/c3ccc(O)cc3)cc2)cc1 | 0 | 0.8 | -2 | 0.0
COc1ccc(N2CC(NC(=O)/C=C\c3ccccc3)CC2=O)cc1 (centres undefined) | 1 | -0.4 | 4 | 0.2
CC(C)(C)SCCNC(=O)COc1ccccc1 | -13 | 0.4 | 24 | 1.4
COc1ccccc1CNC(=O)c1cc2c(=O)n(C)c3ccccc3c2n1C | -3 | 0.0 | -6 | 0.0
CCOC(=O)c1ccc(-n2c(=S)sc3c(=O)n(CC4CCCO4)c(SCC#N)nc32)cc1 (centres undefined) | -20 | -1.7 | 10 | 0.1
COc1cccc(CSc2nc3nc(C)cc(C)n3n2)c1 | -22 | 0.1 | -4 | -0.1
Cc1ccsc1C(=O)OCC(=O)c1ccc[nH]1 | -38 | -3.1 | 5 | -0.1
Cc1c(Br)cc(C(=O)N2CCN(CCO)CC2)c(C)c1C | 5 | 1.2 | -4 | 0.0
CC(C)(C)OC(=O)N1CCc2nn(-c3cccc(C(=O)Nc4ccc(N5CCOCC5)cc4)c3)cc2C1 | 2 | -0.1 | 8 | -0.2
CCOC(=O)c1[nH]c(=O)[nH]c1CSS(=O)(=O)O | -7 | 0.0 | 2 | 0.2

In another format: entries from further up.
| molecule | TEAD-YAP block | GPR151 activ | MITF inh | FBW7 act |
| --- | --- | --- | --- | --- |
| Cc1ccc(NC(=O)c2ccc(Br)o2)cc1[N+](=O)[O-] | 2 | 1.0 | 5 | -0.1 |
| C=CCc1ccccc1OCCOc1c(Br)cc(/C=C2/C(=N)N3N=C(CCC)SC3=NC2=O)cc1OC | -3 | -0.2 | 12 | 0.4 |
| CC(C)c1nnc(NC(=O)CSc2nnc3c4ccccc4n(C)c3n2)s1 | -3 | 0.0 | 1 | -0.1 |
| Cc1noc(C)c1S(=O)(=O)N(C)c1ccc(Br)cc1 | -1 | 1.6 | 4 | 0.0 |
| CCOc1ccc(-n2c(SCC(=O)NC(C)CC)nnc2-c2ccncc2)cc1 (centres undefined) | 12 | 0.0 | -4 | -0.1 |
| O=C(CCSc1ccccc1)Nc1cccc(-c2ccn[nH]2)c1 | -3 | 4.0 | 7 | 0.1 |
| CN(C)c1ccc(C=Nc2nonc2N)cc1 | 4 | -0.2 | 5 | -0.1 |
| COc1ccc(CN2CCN(Cc3ccco3)CC2)cc1Br | 2 | -0.3 | 72* | -0.2 |
| CCCCNC(=O)C1CCN(c2nc3ccc(OC)cc3s2)CC1 | -18 | -2.3 | -3 | 0.5 |
| CCN(C1CCS(=O)(=O)C1)S(=O)(=O)c1cccs1 (centres undefined) | 11 | 1.0 | 4 | 0.1 |
| CN1CCN(Cc2ccc(OCCO)cc2)CC1CCO (centres undefined) | 8 | 0.0 | -1 | 0.0 |
| COc1ccccc1CCC(=O)Nc1cnn(CC(=O)N2CCCCO2)c1 | 4 | 0.7 | 4 | 0.0 |
| CCCOc1ccccc1N1C(=O)C2CC(C)=C(C)CC2C1=O (centres undefined) | 8 | 0.9 | -1 | 0.1 |
| O=C(COC(=O)c1ccc2nc(-c3ccccc3)c(-c3ccccc3)nc2c1)c1ccc(-c2ccccc2)cc1 | 1 | -1.0 | -4 | 0.0 |
| COc1ccc(CNC(=O)C(=O)Nc2ccc(C(C)(C)C)cc2)cc1 | -1 | 1.2 | 2 | -0.1 |
| CN(C)S(=O)(=O)c1ccc(S(=O)(=O)N2CCN(S(C)(=O)=O)CC2)cc1 | -2 | -0.3 | 9 | 0.8 |
| CCOC(=O)c1c(NC(=O)c2cnn3c(C(F)(F)F)cc(-c4ccc(OC)cc4)nc23)sc2c1CCC(C)C2 (centres undefined) | 5 | 0.7 | -16 | 0.3 |
| O=C(Nc1ccccc1-c1nc2ccccc2[nH]1)C1COc2ccccc2O1 (centres undefined) | -3 | -0.4 | -5 | 0.0 |
| CC(=O)N1C(C(=O)Nc2ccc(C)cc2C)CSC12CCN(C)CC2 (centres undefined) | 2 | -0.1 | -5 | 0.1 |
